# TbMetRS inhib: T. brucei MetRS inhibitors, primary screen, biochemical, luminescence; purified T. brucei MetRS, ATP depletion, Kinase-Glo luminescence; 360,000 compounds, 0.4% hits; methionyl-tRNA synthetase (Trypanosoma brucei brucei); inhibition, % at 11.9 µM; AID 624268, 2012;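 active = inhibition above a per-plate cutoff of the control wells' mean inhibition plus 3 SD, cut at about 5.5% in these data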;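 note: 0% = DMSO wells median and 100% = median of wells with control inhibitor compound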
#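 Dosing: 11.9 µM single point; system: parasite MetRS enzyme; technique: luminescence of leftover ATP; times: 15 min enzyme-compound preincubation, 2 h reaction, 10 min detection, 25 °C; replicates: each compound tested once; read-out basis: percent inhibition relative to median high and low control wells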
# Rin1 Abl inh: inhibitors of Rin1-Abl protein binding, primary screen, biochemical, TR-FRET; 360,000 compounds, 0.4% hits; AID 588664, 2011; inhibition, % at 7.35 µM; Tyrosine-protein kinase ABL1 (Homo sapiens) + Ras and Rab interactor 1 (Homo sapiens), …; in the data active = inhibition above about 5%, passing the limit was not always enough
# Neddylation inh: inhibitors of cullin neddylation, primary screen, biochemical, TR-FRET, uHTS, NAE and Ubc12; NEDD8-conjugating enzyme Ubc12 (Homo sapiens) + NEDD8-activating enzyme E1 regulatory …; calls only at 25 µM; 360,000 compounds, 0.58% hits; in the data active = inhibition above about 36%
# Target sequence (P61081 whole entry, looked up): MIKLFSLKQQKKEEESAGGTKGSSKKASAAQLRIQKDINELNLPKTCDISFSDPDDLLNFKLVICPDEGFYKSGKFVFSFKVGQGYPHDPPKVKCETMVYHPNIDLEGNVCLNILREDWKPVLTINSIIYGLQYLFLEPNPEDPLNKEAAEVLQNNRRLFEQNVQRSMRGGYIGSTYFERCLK
# Target sequence (Q13564 whole entry, looked up): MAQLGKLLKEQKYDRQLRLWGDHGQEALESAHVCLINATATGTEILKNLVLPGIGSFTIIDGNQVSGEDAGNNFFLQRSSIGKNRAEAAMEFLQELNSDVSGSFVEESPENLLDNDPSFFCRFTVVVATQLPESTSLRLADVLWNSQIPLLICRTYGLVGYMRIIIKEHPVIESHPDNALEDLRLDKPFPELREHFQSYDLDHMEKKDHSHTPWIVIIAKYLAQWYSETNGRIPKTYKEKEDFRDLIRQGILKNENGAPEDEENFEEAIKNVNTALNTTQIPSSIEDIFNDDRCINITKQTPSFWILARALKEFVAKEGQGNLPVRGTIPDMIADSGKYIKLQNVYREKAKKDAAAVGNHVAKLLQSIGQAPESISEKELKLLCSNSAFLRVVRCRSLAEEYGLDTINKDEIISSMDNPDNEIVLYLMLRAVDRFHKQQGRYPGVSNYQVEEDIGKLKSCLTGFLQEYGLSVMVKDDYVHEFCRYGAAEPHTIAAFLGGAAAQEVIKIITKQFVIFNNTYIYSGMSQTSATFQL
# CSN deneddyl inh: inhibitors of CSN-mediated cullin deneddylation, primary screen, biochemical, fluorescence polarization, uHTS; COP9 signalosome complex subunit 5 (Homo sapiens), Q92905; Purified CSN, SCF-Nedd8-OG deneddylation; inhibition, % at 12.5 µM; 360,000 compounds, 0.38% hits; AID 651999, 2013;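 active = pattern-corrected inhibition above about 35%, with an unprinted fluorescence ratio check between 0.5 and 1.5, limit read from the data, passing the limit was not always enough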;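 note: 0% = enzyme with substrate and 100% = substrate without enzyme; some results filed as inactive read as strong as hits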
# Target sequence (Q92905 whole entry, looked up, one chain of several): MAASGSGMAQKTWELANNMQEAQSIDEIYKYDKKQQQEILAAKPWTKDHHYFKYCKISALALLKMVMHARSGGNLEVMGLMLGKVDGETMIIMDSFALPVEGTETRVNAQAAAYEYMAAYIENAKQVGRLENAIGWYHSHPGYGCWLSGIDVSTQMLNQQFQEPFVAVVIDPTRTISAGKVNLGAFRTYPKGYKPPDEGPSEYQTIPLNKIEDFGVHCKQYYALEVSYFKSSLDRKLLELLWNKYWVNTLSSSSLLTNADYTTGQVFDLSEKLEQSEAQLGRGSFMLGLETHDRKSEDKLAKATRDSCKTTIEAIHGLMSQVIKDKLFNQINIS
#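 Assay system: HEK293T-derived human Csn5 enzyme; quantity: 0.24 nM enzyme; medium: Tris/NaCl/DTT buffer, pH 7.5; also added: substrate SCFSkp2-Nedd8OG, 10 nM; doses: 12.5 µM compound; schedule: 90 min reaction at room temperature; signal: FP; read-out: % inhibition of substrate cleavage by Csn5; benchmarks: substrate-only high control, full reaction low control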
# FAS TE block: FAS thioesterase domain inhibitors, primary screen, biochemical, fluorescence intensity, uHTS | Fatty acid synthase (Homo sapiens), P49327 | recombinant FAS-TE, OMFH fluorogenic substrate, fluorescence endpoint | inhibition, % at 15 µM | 360,000 compounds, 0.67% hits | AID 602261, 2012;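 active = compounds whose normalised, plate-corrected inhibition of enzyme fluorescence in the single-dose primary screen is 50% or more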;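 note: 0% = DMSO with enzyme and 100% = substrate without enzyme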
# MLLE-PAM2 inh: inhibitors of PABP1 MLLE–PAM2 peptide binding, primary screen, biochemical, fluorescence polarization, FITC-PAM2, GST-MLLE. inhibition, % at 20 µM. 360,000 compounds, 0.36% hits. Polyadenylate-binding protein 1 (Homo sapiens), P11940. AID 588489, 2011; in the data active = inhibition above about 35%, passing the limit was not always enough;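 note: plate controls were DMSO wells with GST-MLLE for no effect and wells lacking GST-MLLE protein for full effect; some results filed as inactive read as strong as hits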
# bovine MsrA act: bovine MsrA enzyme activators, primary screen, biochemical, absorbance, HTS. activation, % at 10.6 µM. Methionine sulfoxide reductase A (Bos taurus). purified bovine MsrA, absorbance read-out. 360,000 compounds, 0.3% hits; in the data active = activation above about 7.5%;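 note: 0% = vehicle and 100% = reference activator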
# eLon inh: inhibitors of E. coli Lon protease, primary screen, biochemical, fluorescence polarization; P0A9M0; purified E. coli Lon protease; inhibition, % at 7.94 µM; 360,000 compounds, 0.42% hits; in the data active = inhibition above about 13%, passing the limit was not always enough;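 note: 0% = enzyme with probe and DMSO and 100% = no enzyme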
# MsrA inhibitor: bovine MsrA enzyme inhibitors, primary screen, biochemical, absorbance, HTS; 360,000 compounds, 0.75% hits; Methionine sulfoxide reductase A (Bos taurus); inhibition, % at 15.5 µM; purified bovine MsrA, absorbance read-out; AID 651718, 2012; in the data active = inhibition above about 4.5%;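 note: 0% = vehicle wells with enzyme and 100% = reference inhibitor wells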
# Numbers without * were called inactive; i = inactive; / = not tested or not shown; + = active, no number.
[1] COc1ccc(C(=O)OCC(=O)Nc2c(C)cccc2C)c(OC)c1OC
[2] CC1Sc2ccc(S(=O)(=O)CCC(=O)N3CCN(c4ccccc4)CC3)cc2NC1=O (centres undefined)
[3] CC(=O)Nc1ccc(C(=O)NNC(=O)c2ccccc2-n2cccc2)cc1
[4] CCOC(=O)c1cc(NC(=O)c2cccnc2)ccn1
[5] COc1cc(N2CCCC2)c(OC)cc1C=O
[6] O=S(=O)(Cc1ccccc1)N1CCc2ccccc2C1
[7] Cc1cc(C)c(S(=O)(=O)NC2CC2)c(C)c1
[8] c1csc(-c2nnc(NC3CCCCC3)c3ccccc23)c1
compound no.,1,2,3,4,5,6,7,8
TbMetRS inhib,-1.2,0.1,0.6,-0.7,0.0,0.0,0.0,0.0
Rin1 Abl inh,-1,4,4,-1,3,4,0,-1
Neddylation inh,i,i,i,i,i,i,i,i
CSN deneddyl inh,2,-3,2,-4,6,-1,-1,1
FAS TE block,-1,2,-3,-3,-2,-5,-4,6
MLLE-PAM2 inh,-1,-12,7,9,8,9,4,2
bovine MsrA act,-11,-3,-4,-10,-2,-1,-1,-4
eLon inh,4,0,-6,5,9,-6,4,-7
MsrA inhibitor,1.2,2.5,2.6,0.4,2.2,-1.0,1.0,0.9

[9] Cc1cc(C(=O)COC(=O)c2ccc(O)cc2)c(C)n1CCc1ccc(F)cc1
[10] CCOC(=O)N1CCC(N2C(=O)c3ccccc3C2Nc2ccccc2C)CC1 (centres undefined)
[11] Cc1[nH]n(-c2ccccc2)c(=O)c1/C=N/NC(=O)c1ccccc1F
[12] CC(=O)Nc1ccc(NC(=O)CSc2nnc(C)c(=O)n2N)cc1
[13] CC1CN(C(=O)CSc2nc(N)cc(N)n2)CC(C)O1 (centres undefined)
[14] O=C(CN(C(=O)c1csnn1)c1ccc(Cl)cc1)NC1CCCC1
[15] CCOC(=O)CCc1c(C(=O)OCC)[nH]c(CC)c1C(=O)OCc1ccccc1
[16] COc1ccc(NC(=O)c2ccc(NC(=O)CN3CCN(c4ccccc4OC)CC3)cc2)cc1
compound no.,9,10,11,12,13,14,15,16
TbMetRS inhib,1.5,0.4,-2.1,-0.2,-0.4,0.8,-0.6,-0.3
Rin1 Abl inh,6,-1,0,0,2,-1,-2,1
Neddylation inh,i,i,i,i,i,i,i,i
CSN deneddyl inh,-4,5,-3,2,-2,2,0,-1
FAS TE block,11,4,5,-8,-4,-3,36,7
MLLE-PAM2 inh,6,-2,1,20,10,34,1,-35
bovine MsrA act,-2,-3,-9,-6,-3,-2,-3,-4
eLon inh,1,-10,21*,-9,2,-3,-5,2
MsrA inhibitor,0.1,1.7,0.7,-1.3,0.3,0.3,-1.1,2.1

[17] O=C1CN(C(=O)c2ccccc2Br)C(c2ccc(F)cc2)c2cc(F)ccc2N1 (centres undefined)
[18] Cc1ccc(S(=O)(=O)/C=C2\NC(=O)CS2)cc1
[19] CCOC(=O)COc1ccc(S(=O)(=O)Nc2ccc3c(c2)OCCO3)cc1
[20] CSc1ccc(CNC(=O)C2CCC(=O)N(CCc3cccc(F)c3)C2)cc1 (centres undefined)
[21] CCc1ccc(S(=O)(=O)NCC(O)COc2ccc(OC)cc2)cc1 (centres undefined)
[22] CSc1cccc(NC(=S)N(Cc2ccccc2)Cc2ccccn2)c1
[23] CCn1c(-c2csc3c2CCC(C)C3)n[nH]c1=S (centres undefined)
[24] CCOc1ccc(NC(=O)NCc2cccn2C)cc1
compound no.,17,18,19,20,21,22,23,24
TbMetRS inhib,0.3,0.4,-0.3,-0.1,-0.1,-0.2,0.1,-1.4
Rin1 Abl inh,4,2,2,0,0,-4,-1,1
Neddylation inh,i,i,i,i,i,i,i,i
CSN deneddyl inh,10,0,3,-3,-1,-3,2,-1
FAS TE block,5,-14,-3,0,0,26,-5,-4
MLLE-PAM2 inh,-2,29,13,8,2,-11,-4,12
bovine MsrA act,-1,0,-1,-2,-4,-1,0,-6
eLon inh,-9,-1,5,-2,-1,-1,-7,3
MsrA inhibitor,0.2,-0.4,0.6,0.2,0.6,-0.1,-0.3,1.5

[25] CCN(C[C@H]1N[C@@](CC)(C(=O)OC)[C@H]2C(=O)N(Cc3ccccc3)C(=O)[C@@H]12)S(=O)(=O)c1ccccc1
[26] C#CCN1C(=O)S/C(=C\c2ccc(N3CCOCC3)cc2C)C1=O
[27] O=C(CSc1nnc(NC(=O)C2CC(=O)N(c3ccc(F)cc3)C2)s1)NC1CCCC1 (centres undefined)
[28] O=C(Nc1ccc(Br)cc1)Nn1cnnc1
[29] Cc1cc(OCc2n[nH]c(=S)n2-c2ccccc2)ccc1Cl
[30] COc1cc(OC)cc(C(=O)NC(=S)NCc2ccco2)c1
[31] O=C(OCC(O)CN1CCCCC1)C12CC3CC(CC(C3)C1)C2 (centres undefined)
[32] CC(C)(C)c1ccc(C(=O)NCC(=O)OCC(=O)N2CCCC2)cc1
compound no.,25,26,27,28,29,30,31,32
TbMetRS inhib,0.4,-0.1,0.3,-0.1,0.6,-0.7,0.5,-0.3
Rin1 Abl inh,-1,-1,-6,5,1,-1,2,1
Neddylation inh,i,i,i,i,i,i,i,i
CSN deneddyl inh,-2,-15,5,2,1,-4,3,2
FAS TE block,2,-16,1,-7,1,16,-7,-5
MLLE-PAM2 inh,-20,-46,-52,1,-18,18,-6,17
bovine MsrA act,0,-3,-1,-5,4,-9,-3,-4
eLon inh,-6,-20,-12,-1,-11,-10,1,-6
MsrA inhibitor,3.4,1.1,-0.5,2.7,-0.5,/,-0.7,0.4

[33] CCC(c1nnnn1Cc1ccco1)N(CCc1ccccc1)Cc1cc2cccc(C)c2[nH]c1=O (centres undefined)
[34] O=C1[C@@H]2C(Cc3ccc(O)cc3)NC3(C(=O)Nc4ccc(F)cc43)[C@@H]2C(=O)N1c1ccccc1 (some centres undefined)
[35] COC(=O)c1ccsc1NC(=O)C1COc2ccccc2O1 (centres undefined)
[36] COc1ccc(CN(CC2CCCO2)C(=O)c2cc3sccc3n2C)c(OC)c1 (centres undefined)
[37] Cc1cc(C)nc(N/N=C/c2ccccc2OCc2cccc(Br)c2)n1
[38] Cc1ccc(Cn2cc(SCC(=O)Nc3nccs3)c3ccccc32)cc1
[39] Cc1ccc(S(=O)(=O)N2CCN(C(=O)c3ccc4nc[nH]c4c3)CC2)cc1
[40] COC(=O)Cn1c2ccc(OC)cc2c2nc3ccccc3nc21
compound no.,33,34,35,36,37,38,39,40
TbMetRS inhib,-0.9,0.2,-0.5,-1.0,-0.4,0.9,0.0,-1.0
Rin1 Abl inh,-6,-1,1,2,0,1,3,-7
Neddylation inh,i,i,i,i,i,i,i,i
CSN deneddyl inh,0,5,0,3,-1,2,5,-7
FAS TE block,4,-3,19,19,17,14,-5,-10
MLLE-PAM2 inh,15,1,-14,-3,-27,2,0,22
bovine MsrA act,-1,1,-1,-9,-2,-10,-1,-4
eLon inh,-4,4,1,-5,2,-11,-6,0
MsrA inhibitor,0.3,0.1,-0.9,1.4,1.8,1.9,2.2,0.9

# Some of the entries above, set out differently:
# Order of results: TbMetRS inhib | Rin1 Abl inh | Neddylation inh | CSN deneddyl inh | FAS TE block | MLLE-PAM2 inh | bovine MsrA act | eLon inh | MsrA inhibitor
36. COc1ccc(CN(CC2CCCO2)C(=O)c2cc3sccc3n2C)c(OC)c1 (centres undefined)
  -1.0 | 2 | i | 3 | 19 | -3 | -9 | -5 | 1.4
37. Cc1cc(C)nc(N/N=C/c2ccccc2OCc2cccc(Br)c2)n1
  -0.4 | 0 | i | -1 | 17 | -27 | -2 | 2 | 1.8
38. Cc1ccc(Cn2cc(SCC(=O)Nc3nccs3)c3ccccc32)cc1
  0.9 | 1 | i | 2 | 14 | 2 | -10 | -11 | 1.9
39. Cc1ccc(S(=O)(=O)N2CCN(C(=O)c3ccc4nc[nH]c4c3)CC2)cc1
  0.0 | 3 | i | 5 | -5 | 0 | -1 | -6 | 2.2

# (next part)
[41] COC1=C(Nc2ccccc2)C(=O)c2ccccc2C1=O
[42] O=C(c1cc(S(=O)(=O)N2CCOCC2)ccc1F)N1CCN(Cc2ccccc2)CC1
[43] COc1ccccc1CNC(=O)C1CCC(CNS(=O)(=O)c2ccc(F)cc2)CC1 (centres undefined)
[44] COc1cc(OC)cc(-c2oc(=O)c3cc(OC)c(OC)cc3c2C#CCCCO)c1
[45] CCOc1ccc(C(=O)OCC(=O)N(Cc2ccccc2)Cc2ccccc2)cc1OC
[46] COC(=O)c1cc(NCc2c(F)cccc2Cl)ccc1N1CCOCC1
[47] COc1ccc(-c2nnc(CSc3ncnc4sc5c(c34)CCC5)o2)cc1OC
[48] Cc1cc(C(=O)NN=Cc2ccc(-c3ccc(F)cc3)o2)c(C)o1
compound no.,41,42,43,44,45,46,47,48
TbMetRS inhib,-0.7,0.8,-1.6,-0.3,-0.2,0.9,-1.3,-0.5
Rin1 Abl inh,-14,1,4,3,0,1,1,1
Neddylation inh,i,i,i,i,i,i,i,i
CSN deneddyl inh,6,-4,-2,-2,-1,-4,4,-3
FAS TE block,7,-4,4,-4,32,-2,11,3
MLLE-PAM2 inh,1,4,-10,6,14,2,5,8
bovine MsrA act,6,-1,-11,-3,-1,1,-4,-5
eLon inh,1,-3,-6,-7,-7,-6,-9,6
MsrA inhibitor,0.8,0.5,0.9,0.2,0.6,2.4,0.9,2.3

[49] O=C(COc1ccc(S(=O)(=O)N2CCOCC2)cc1Cl)N1CCCC1
[50] COc1ccc(Nc2cc(C)nc3ncnn23)c(OC)c1
[51] CCOC(=O)C1(Cc2ccccc2Cl)CCN(S(=O)(=O)N(C)C)CC1
[52] CCOc1ccc(S(=O)(=O)NCCC(=O)N2CC(C)OC(C)C2)cc1 (centres undefined)
[53] O=c1[nH]nc(CNc2ccc(Cl)cc2Cl)c2ccccc12
[54] COc1ccccc1CNC(=O)C1CC(c2c(Cl)cccc2Cl)=NO1 (centres undefined)
[55] Nc1nc(SCC(=O)Nc2cccc(S(=O)(=O)N3CCCCCC3)c2)n[nH]1
[56] CCOc1ccc(CCN2C(=S)N([C@@H](CC(C)C)CN3CCCC3CN3C(=S)NC[C@@H]3CC(C)C)C[C@@H]2CC(C)C)cc1 (some centres undefined)
[57] Cc1ccc(Nc2nc(C)nc3c2oc2ccccc23)cc1
compound no.,49,50,51,52,53,54,55,56,57
TbMetRS inhib,0.2,-0.1,-0.1,-0.1,1.7,-0.4,-0.4,0.4,-1.3
Rin1 Abl inh,0,1,0,5,-3,-3,-2,-3,1
Neddylation inh,i,i,i,i,i,i,i,i,+
CSN deneddyl inh,-1,-4,3,1,0,-3,4,0,0
FAS TE block,-7,-4,7,-4,3,-1,-42,-109,14
MLLE-PAM2 inh,-4,-4,-5,-10,3,-1,-24,-6,16
bovine MsrA act,-4,0,-3,-1,-4,-3,-2,-4,-12
eLon inh,0,-2,5,-2,-14,-3,-7,-9,6
MsrA inhibitor,-1.2,-0.9,0.8,-0.5,-0.3,0.5,-1.9,-0.4,2.3
